Screening results from PubChem BioAssay.
LYPLA1 inh = LYPLA1 inhibitors, primary screen, counter-screen for PME1 inhibitor project, biochemical, fluorescence polarization, FP-Rh probe ABPP. inhibition, % at 5.9 µM. AID 2174, 2009. recombinant LYPLA1. hit rate 0.16% among 320,000. Acyl-protein thioesterase 1 (Homo sapiens), O75608;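 active means inhibition above the mean of all tested compounds plus 3 SD, set per campaign, cut at about 14% in these data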;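 further: inhibitors block serine hydrolase probe labeling of LYPLA1 so polarization falls; 0% = enzyme with DMSO and 100% = wells lacking LYPLA1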
Target sequence (O75608 whole entry, looked up): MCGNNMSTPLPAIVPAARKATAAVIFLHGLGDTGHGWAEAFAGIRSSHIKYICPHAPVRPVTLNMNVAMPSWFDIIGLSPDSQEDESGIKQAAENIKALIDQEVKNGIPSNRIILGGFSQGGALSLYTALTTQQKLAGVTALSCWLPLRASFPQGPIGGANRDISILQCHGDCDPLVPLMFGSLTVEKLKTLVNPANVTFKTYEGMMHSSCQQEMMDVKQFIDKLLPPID
PAFAH1B3 inh = PAFAH1B3 enzyme inhibitors, primary screen, biochemical, fluorescence polarization, human; Platelet-activating factor acetylhydrolase IB subunit alpha1 (Homo sapiens), Q15102; recombinant PAFAH1B3, FP-rhodamine probe; inhibition, % at 3.39 µM; hit rate 0.28% among 340,000; AID 492972, 2010;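 active means inhibition above the screen-wide average of all tested compounds plus 3 SD, cut at about 25% in these data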;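 further: 0% = enzyme with DMSO only and 100% = wells lacking PAFAH1B3 protein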
Target sequence (Q15102 whole entry, looked up): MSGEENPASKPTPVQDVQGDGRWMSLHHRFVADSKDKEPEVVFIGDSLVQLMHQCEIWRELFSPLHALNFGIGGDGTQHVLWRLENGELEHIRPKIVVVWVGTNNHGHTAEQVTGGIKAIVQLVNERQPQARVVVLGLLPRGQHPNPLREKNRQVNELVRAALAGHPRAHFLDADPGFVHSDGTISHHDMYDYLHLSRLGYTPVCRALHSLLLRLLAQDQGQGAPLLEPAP
LYPLA2 counter = LYPLA2 inhibitors, primary screen, counter-screen for PME1 inhibitor project, biochemical, fluorescence polarization, FP-Rh probe ABPP; Acyl-protein thioesterase 2 (Homo sapiens), O95372; inhibition, % at 5.9 µM; recombinant LYPLA2; hit rate 0.38% among 320,000;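 active means inhibition above the screen-wide mean plus 3 SD, limit set per campaign, cut at about 26% in these data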;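 further: 0% = LYPLA2 with DMSO and 100% = wells lacking LYPLA2 enzyme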
PAD4 inh = human PAD4 inhibitors, primary screen, biochemical, fluorescence polarization, 1536-well format | Protein-arginine deiminase type-4 (Homo sapiens), Q9UM07 | inhibition, % at 6.36 µM | recombinant PAD4, RCA probe fluorescence polarization | hit rate 0.41% among 330,000;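 active means percent inhibition above a cutoff equal to the mean of all tested compounds plus 3 SD, cut at about 15% in these data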;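 further: 0% = PAD4 with RCA probe and DMSO and 100% = probe without PAD4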
PME-1 inh = PME-1 inhibitors via competitive probe labeling, primary screen, biochemical, fluorescence polarization, FP-Rh probe, HTS; Protein phosphatase methylesterase 1 (Homo sapiens), Q9Y570; inhibition, % at 5.9 µM; recombinant PME-1; hit rate 0.53% among 320,000;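 active means inhibition above the campaign mean of all compounds plus 3 SD, cut at about 26% in these data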;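 further: competitive labeling of PME-1 active site by serine hydrolase directed probe; 0% = PME-1 with DMSO and 100% = wells lacking PME-1 enzyme; inhibitors block probe labeling so polarization falls and inhibition rises; many of its hits are not listed in these tables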
GSTO1 counter = inhibitors of recombinant GSTO1, primary screen, counter-screen for RBBP9 inhibitor project, biochemical, fluorescence polarization | Glutathione S-transferase omega-1 (Homo sapiens), P78417 | activity-based probe fluorescence polarization | inhibition, % at 5.96 µM | hit rate 1.1% among 300,000 | AID 1974, 2009;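 active means inhibition above the campaign mean inhibition plus 3 SD, cut at about 35% in these data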;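 further: 0% = GSTO1-1 with DMSO and 100% = wells lacking GSTO1-1 enzyme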
Target sequence (P78417 whole entry, looked up): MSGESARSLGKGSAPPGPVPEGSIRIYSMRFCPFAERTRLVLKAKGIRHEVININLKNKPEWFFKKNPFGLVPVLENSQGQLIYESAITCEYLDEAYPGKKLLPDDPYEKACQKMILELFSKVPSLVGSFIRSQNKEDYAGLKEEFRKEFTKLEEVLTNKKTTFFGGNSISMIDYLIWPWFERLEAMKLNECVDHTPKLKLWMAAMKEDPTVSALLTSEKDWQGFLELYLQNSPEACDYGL
pPAFAH FP inh = pPAFAH enzyme inhibitors, primary screen, biochemical, fluorescence polarization, human; AID 463082, 2010; recombinant pPAFAH, FP-rhodamine probe fluorescence polarization; inhibition, % at 3.39 µM; hit rate 1.5% among 330,000;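 active means inhibition above the mean inhibition across the screen plus 3 SD, cut at about 25% in these data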;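 further: inhibitors block binding of the rhodamine activity-based probe so polarization drops; 0% = enzyme with DMSO and 100% = wells lacking pPAFAH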
PAFAH2 FP inh = PAFAH2 enzyme inhibitors, primary screen, biochemical, fluorescence polarization, human; recombinant PAFAH2, FP-rhodamine activity probe; inhibition, % at 3.39 µM; hit rate 0.99% among 340,000; AID 492956, 2010;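 active means inhibition above the mean over all tested compounds plus 3 SD, cut at about 30% in these data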;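 further: inhibitors block probe labeling of enzyme so polarization drops; 0% = enzyme with DMSO and 100% = wells lacking PAFAH2 protein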
PAFAH1B2 FP inh = PAFAH1B2 enzyme inhibitors, primary screen, biochemical, fluorescence polarization, human | AID 492953, 2010 | hit rate 1.2% among 340,000 | recombinant PAFAH1B2, FP-rhodamine activity probe | inhibition, % at 3.39 µM;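 active means inhibition above the mean of all tested compounds plus 3 SD, cut at about 24% in these data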;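 further: 0% = enzyme with DMSO and 100% = wells lacking PAFAH1B2; many of its hits are not listed in these tables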
Target sequence (P68402 whole entry, looked up): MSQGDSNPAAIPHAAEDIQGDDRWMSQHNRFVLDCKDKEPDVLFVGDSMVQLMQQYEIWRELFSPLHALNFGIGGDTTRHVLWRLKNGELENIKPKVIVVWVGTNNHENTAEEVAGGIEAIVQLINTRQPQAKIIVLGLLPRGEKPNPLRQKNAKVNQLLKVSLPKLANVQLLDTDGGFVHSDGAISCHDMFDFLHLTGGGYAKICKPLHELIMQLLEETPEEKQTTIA
Starred values were filed as active, the others as inactive; . = no result given. An excerpt (hit frequency here may not be typical).

SMILES	LYPLA1 inh	PAFAH1B3 inh	LYPLA2 counter	PAD4 inh	PME-1 inh	GSTO1 counter	pPAFAH FP inh	PAFAH2 FP inh	PAFAH1B2 FP inh
CC12CN3CC(C)(CN(C1)P3(=O)Oc1ccccc1)C2=O (centres undefined)	0	5	8	3	4	9	0	2	3
Cc1cccc(-n2c(/C=C/c3ccc([N+](=O)[O-])o3)nc3ccccc3c2=O)c1	-1	3	-3	-1	-4	-3	4	-2	-5
Cc1ccc(CS(=O)(=O)CCC(=O)N2CCC3(CC2)OCCO3)cc1	-1	4	-4	0	-1	12	9	-4	6
Cc1cc(C)n(CCOC(=O)C2C(C=C(Cl)Cl)C2(C)C)n1 (centres undefined)	3	-4	-2	1	-5	6	-4	4	7
CSCc1nnc2n1-c1ccc(Cl)cc1C(c1ccccc1)=NC2	-4	7	-1	1	-4	5	-1	0	-3
Cc1ccc(CC2C(=O)N(C)C(=O)N(C)C2=O)s1	4	3	-2	0	1	-1	-5	-4	6
O=c1[nH]c(=O)n(Cc2ccc(F)cc2)c(O)c1C=NCc1cccnc1	0	-2	-1	-4	-2	-1	5	1	11
Cc1ccc(N2C(=O)NC(=O)/C(=C\c3ccsc3)C2=O)cc1C	-6	.	-9	-11	-6	3	7	.	.
O=C1NC(=S)N(c2ccccc2)C(=O)/C1=C/c1ccco1	-16	6	-27	-18	-28	0	24	30*	2
COCCOC(=O)c1c(C)n(C)c2ccc(OC(=O)N(C)C)cc12	-1	-1	0	5	7	-3	-2	-1	3
O=C(c1ccccc1F)c1cn(CC(=O)N2CCCC2)c2ccccc12	-1	10	1	-2	3	0	1	7	1
COc1cc2c(cc1O)CC1c3c(cc(O)c(OC)c3-2)CCN1C (centres undefined)	1	15	7	-2	8	18	13	15	2
Cc1cc(OCC(=O)N2CCC(C(=O)O)(c3ccccc3)CC2)c2c(C)c(C)c(=O)oc2c1	3	10	2	1	8	1	2	5	0
C=CCN1C(=O)NC(=O)/C(=C\c2ccc(-c3ccccc3[N+](=O)[O-])o2)C1=O	1	7	2	-1	1	17	6	22	4
Cc1ccc(S(=O)(=O)NC(Cc2cnc[nH]2)C(=O)O)cc1 (centres undefined)	0	-2	6	5	-3	0	4	-4	4
CC/C(=N\N1CCCCCC1)c1c(O)n(-c2ccc(C)cc2)c(=O)[nH]c1=O	3	3	5	1	3	-6	3	3	1
CCC(C)n1c(O)c(C=NC(C)c2ccccc2)c(=O)[nH]c1=S (centres undefined)	-2	4	-5	0	3	10	2	-1	-4
CCCCCCC(C)(C)c1ccc([C@@H]2C[C@H](O)CC[C@H]2CCCO)c(O)c1	0	11	1	9	-1	3	3	4	5
Cc1cc(C(=O)N2CCC3(CC2)OCCO3)cs1	3	4	3	-9	-2	5	3	-3	1
N#CC1=C(N)Oc2cc(O)ccc2C1c1ccc2c(c1)OCO2 (centres undefined)	0	.	1	-1	-5	4	0	.	.
CCOc1ccc(C2C(C#N)=C(N)Oc3c2c(=O)oc2ccccc32)cc1 (centres undefined)	1	0	-2	-3	1	3	3	1	-1
CCOC(=O)c1c(C)n(CCOC)c2ccc(O)cc12	-4	-2	1	-1	1	5	2	-5	0
Cc1ccc(P(=S)(c2ccc(C)o2)N2CCOCC2)o1	0	4	0	-7	1	-3	5	-1	3
COc1ccc(C2NCCc3[nH]cnc32)cc1 (centres undefined)	1	7	1	-3	-1	6	2	1	6
NCCc1c[nH]c2ccc(F)cc12	2	.	-1	-6	-6	-1	0	.	.
COc1ccc(N2CCN(CCCN)CC2)cc1	0	-2	4	4	-3	10	-2	3	0
Cc1cc(C=C2C(=O)N(C)C(=S)N(C)C2=O)c(C)n1C1CCCC1	-2	-14	-9	-4	0	5	4	30	7
c1ccc2c(CN3CCCCC3)c[nH]c2c1	-2	-1	-6	4	-6	9	3	-2	-1
CC(NC1CCCCC1)C(O)C12CC3CC(CC(C3)C1)C2 (centres undefined)	0	3	-8	-5	-5	-3	-2	-4	3
COc1cc(/C=C2\C(=O)NC(=O)N(CCc3ccc(F)cc3)C2=O)ccc1O	-1	1	2	-5	1	23	4	0	6
CC/C(=N\NC(=O)c1ccccc1)c1c(O)n(C2CCCCC2)c(=O)[nH]c1=O	-6	4	-3	-7	-2	-3	2	7	9
Cc1cc(OCc2nn[nH]n2)c2c3c(c(=O)oc2c1)CCCC3	-4	4	-2	-2	-1	-53	4	4	1
COc1ccc(C)cc1NC(=O)c1c(C)nn(Cc2ccccc2)c1Cl	-3	6	-1	3	3	-9	3	0	2
C=CCN1C(=O)/C(=C/c2cccs2)C(=O)NC1=S	-7	6	-5	0	-7	-11	6	7	3
CCOc1ccc(N=Cc2c(O)n(-c3ccc(C)c(C)c3)c(=O)[nH]c2=O)cc1	0	.	7	-3	-3	13	0	.	.
Cc1[nH]c2c(C(F)(F)F)cccc2c1CCN	1	1	-5	3	4	-4	2	4	0
O=C(CNC(=O)c1ccccc1)Nc1ccc(Br)cc1C(=O)c1ccccc1	2	9	4	-4	0	1	-1	6	7
CN1C(=O)C(C2c3ccccc3C(=O)N2Cc2ccccc2)C(=O)N(C)C1=O (centres undefined)	-2	2	-6	0	-1	0	3	-1	2
CN1c2ccc([N+](=O)[O-])cc2CC2(C(=O)NC(=O)NC2=O)C1c1ccccc1 (centres undefined)	-3	11	-2	1	-1	-2	-3	-1	6
O=C(c1cccs1)C1CN2CCC1CC2 (centres undefined)	2	-1	3	-1	-3	-1	2	0	0

Reformatted with two lines to a compound: entries from further up.
Fields – LYPLA1 inh	PAFAH1B3 inh	LYPLA2 counter	PAD4 inh	PME-1 inh	GSTO1 counter	pPAFAH FP inh	PAFAH2 FP inh	PAFAH1B2 FP inh
Cc1cc(OCc2nn[nH]n2)c2c3c(c(=O)oc2c1)CCCC3
    -4	4	-2	-2	-1	-53	4	4	1
COc1ccc(C)cc1NC(=O)c1c(C)nn(Cc2ccccc2)c1Cl
    -3	6	-1	3	3	-9	3	0	2
C=CCN1C(=O)/C(=C/c2cccs2)C(=O)NC1=S
    -7	6	-5	0	-7	-11	6	7	3
CCOc1ccc(N=Cc2c(O)n(-c3ccc(C)c(C)c3)c(=O)[nH]c2=O)cc1
    0	.	7	-3	-3	13	0	.	.
Cc1[nH]c2c(C(F)(F)F)cccc2c1CCN
    1	1	-5	3	4	-4	2	4	0
O=C(CNC(=O)c1ccccc1)Nc1ccc(Br)cc1C(=O)c1ccccc1
    2	9	4	-4	0	1	-1	6	7
CN1C(=O)C(C2c3ccccc3C(=O)N2Cc2ccccc2)C(=O)N(C)C1=O (centres undefined)
    -2	2	-6	0	-1	0	3	-1	2

Further entries follow.
SMILES	LYPLA1 inh	PAFAH1B3 inh	LYPLA2 counter	PAD4 inh	PME-1 inh	GSTO1 counter	pPAFAH FP inh	PAFAH2 FP inh	PAFAH1B2 FP inh
Nc1ccc2c(c1)Cc1ccccc1-2	-1	4	-3	-2	6	-2	5	2	12
CCC12CN3CC(CC)(CN(C1)C3c1cccnc1)C2=O (centres undefined)	3	7	2	0	-1	16	0	6	5
CC(C)OCCCNC(=O)c1c(N)n(CC2CCCO2)c2nc3ccccc3nc12 (centres undefined)	0	55*	-3	-4	-1	24	12	28	26*
CCOc1ccccc1C1SCC(=O)Nc2c1c(=O)[nH]n2C(CC)CC (centres undefined)	-3	6	-2	-2	1	3	0	-2	2
COc1ccc2[nH]cc(CCN=C(N)N)c2c1	-1	2	-1	-5	0	4	0	-3	4
CN1/C(=C\C=C\C2=[N+](C)c3ccc4ccccc4c3C2(C)C)C(C)(C)c2ccccc21	-121	.	-329	119*	179*	-124	-154	.	.
N[C@@]1(C(=O)O)CC[C@@H](C(=O)O)C1	-3	8	5	-2	2	3	0	-2	-8
Cc1ccc(NC2=NCCCS2)c(C)c1C	-5	5	6	0	-6	5	-1	0	-2
N=C1SCC(=O)N1Cc1ccccc1	0	.	-3	1	-4	2	2	.	.
CCN(CC)CC(=O)Nc1ccc(Cl)cc1C(=O)c1ccccc1	-1	7	-2	2	1	-1	5	8	3
Cc1ccc(CN2C3CCCC2CC(NC(=S)NCc2ccccc2)C3)cc1 (centres undefined)	-3	6	-3	6	-4	-12	-4	-2	0
CC(C)NC(C)C(=O)C12CC3CC(CC(C3)C1)C2 (centres undefined)	2	15	1	0	4	6	0	4	3
CC(=O)NNC(=O)CN1C(=O)CN=C(c2ccccc2)c2cc(Br)ccc21	2	3	-1	0	-1	8	0	2	3
CC1CN=C(Nc2ccc(F)c(Cl)c2)S1 (centres undefined)	2	-2	5	1	0	-6	5	1	4
COc1ccc(NC(=O)N2CCC3(CC2)OCCO3)c(OC)c1	-2	1	0	-9	4	-6	0	-1	-5
Cc1cc(C)c2c(ccc3cccc[n+]32)c1	2	.	0	-2	1	9	4	.	.
CN1CCN(/N=C/c2c(O)n(C)c(=O)n(C)c2=O)CC1	0	2	-1	4	1	2	-1	8	6
CC1CN(c2ccc([N+](=O)[O-])c(N3CCCCC3)c2)CCN1 (centres undefined)	3	.	7	1	-1	3	1	.	.
CCN1C(=O)C(=C2C=C(C)OC(C)=C2)C(=O)N(CC)C1=S	-1	-2	2	-2	-11	-6	-5	-11	-5
COC(=O)C1=C(c2cccc3c2S(=O)(=O)c2ccccc2-3)C[C@@H]2CC[C@H]1N2C(=O)N1CCOCC1	0	4	1	2	3	.	1	7	6
CCN(CC)CCN=Cc1c(O)n(CCC2=CCCCC2)c(=O)[nH]c1=O	-3	1	-1	-1	1	-1	5	5	10
Cc1cccc(NC(=O)OC2CN3CCC2CC3)c1 (centres undefined)	0	1	2	-1	1	0	0	-7	6
COc1cccc(CNCCc2c[nH]c3ccccc23)c1	-2	5	-6	-1	-7	5	-8	-9	10
CCOC(=O)c1cncn1C(C)c1ccccc1 (centres undefined)	1	10	4	2	-4	6	2	3	3
COC(=O)C1=C(c2ccc(-c3ccccc3)c(F)c2)C[C@@H]2CC[C@H]1N2C(=O)NCCOc1ccc(OC)cc1	-5	18	-7	0	-9	.	5	-1	4
COc1ccc2c(c1)c(C(=O)C(C)N1CCCCC1)c(C)n2C (centres undefined)	0	4	-1	-5	1	1	-4	-8	3
ClCCOCOCCCl	1	6	-1	-2	-1	.	1	5	2
CC(=NCc1ccc2c(c1)OCO2)c1c(O)n(Cc2ccccc2)c(=O)[nH]c1=O	-1	-3	1	-2	2	-2	4	-3	5
